Bioassay records from PubChem.
Caspase-7 inhib: caspase-7 (human) inhibition, allosteric or competitive | P55210 | recombinant caspase-7, Ac-DEVD-AFC fluorescence rate | Potency, µM (highest dose often 57.5 µM), inactives show at the top dose activity change, negative = inhibition, actives largely listed as inhibitors | 75,000 compounds, 0.02% hits; active means well fitted inhibition curve with a large enough effect in the main read-out, with a control signal flat, not every such curve was filed as active; inconclusive means small, poorly fitted or top-dose-only effect, or a change in a side signal; further: potency means the concentration at half of the fitted maximal effect; % of control where 0% means no effect
USP2a inhib: blocks human ubiquitin-specific protease USP2a | O75604 | USP2a enzymatic assay, qHTS inhibition | Potency, µM (top dose mostly 38.3 µM), inactives show top-dose activity change, negative = inhibition, actives largely listed as inhibitors | 60,000 compounds, 0.1% hits;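 further: potency means the concentration at half of the fitted maximal effect; nearly all actives have a fitted effect of over 60% in size; plate controls were DMSO for no effect and NEM full inhibition control for full effect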
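USP2 core (20 nM final) was preincubated with compound for 30 min at RT in 20 mM Tris-HCl pH 8.0, 2 mM CaCl2, 2 mM beta-mercaptoethanol; Ub-PLA2 (20 nM) plus NBD C6-HPC (20 uM) then added, fluorescence read after 2.5 h.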
BRCT inh red: BRCT-phosphoprotein interaction inhibition (red fluorophore); AID 892; BRCT-phosphopeptide binding, red fluorescence polarization; Potency, µM (highest dose often 76.9 µM), for the others: top-dose activity change, negative = inhibition, hits mostly inhibitors; 75,000 compounds, 0.03% hits; P38398; further: on the % scale 0 is the no-effect control and ±100 the full control effect
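Rhodamine-labelled pBACH1 10-mer (100 nM) bound to BRCT domain (100 nM) at pH 7.3; compounds incubated 12 min room temperature, polarization read. Free peptide defines full inhibition; unlabelled decapeptide titrated as control.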
A350 fluor: A350 region autofluorescence. Compound autofluorescence, 340/450 nm, Alexa 350 dye-equivalents; stronger effect = higher value. max dye-equivalent concentration, M. 59,000 compounds, 11% hits. AID 590; in the data active means max dye-equivalent concentration above about 10 nM; inconclusive means mostly about 1.1 nM to 9.6 nM
Tau fil binding: binds recombinant human tau filaments; P10636; Potency, µM (series often up to 57.1 µM), without a hit: at the highest dose activity change, negative = inhibition; 71,000 compounds, 2% hits; recombinant tau filaments, thioflavin S fluorescence, 15 h; filaments grown with octadecylsulfate alongside compound;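 further: potency means the concentration at half of the fitted maximal effect; on the % scale 0 is the no-effect control and ±100 the full control effect; actives lower thioflavin S fluorescence by blocking filaments or displacing dye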
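Recombinant tau protein (human, 1 uM final) plus 30 uM ODS in HEPES pH 7.4 with NaCl, DTT and thioflavine S. Compound present from the start; fluorescence at 510 nm after 15 h, 37 C.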
BRCT PPI green: BRCA1 BRCT-phosphoprotein interaction inhibition. P38398. BRCA1 BRCT-phosphopeptide binding, green fluorescence polarization. Potency, µM (series often up to 76.9 µM), without a hit: at the top dose activity change, negative = inhibition, actives largely listed as inhibitors. 75,000 compounds, 0.05% hits. AID 875;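 further: potency means the concentration at half of the fitted maximal effect; plate controls were peptide without protein for full effect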
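Fluorescence polarization: His-tagged BRCT (~35 kDa BRCA1 C-terminus, 250 nM) bound to 100 nM fluorescein-labeled phosphorylated 10-aa BACH1 peptide, pH 7.3 phosphate buffer with DTT and Tween 20. Compounds incubated 12 min at room temperature; inhibition read as lowered polarization.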
Caspase-1 inhib: allosteric or competitive inhibitors of human caspase-1; P29466; Caspase-1 enzyme, Ac-WEHD-AFC fluorogenic rate; Potency, µM (doses to about 57.5 µM), for inactives: top-dose activity change, negative = inhibition, usual class: inhibitors; 75,000 compounds, 0.03% hits; AID 900;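 further: potency means the concentration at half of the fitted maximal effect; plate controls were vehicle for no effect and no substrate for full effect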
Luciferase inh: firefly luciferase inhibition; P08659; purified firefly luciferase, luminescence, 8 min; Potency, µM (series often up to 57.1 µM), without a hit: at the top dose activity change, negative = inhibition, usual class: inhibitors; 72,000 compounds, 2.2% hits; further: potency means the concentration at half of the fitted maximal effect; on the % scale 0 is the no-effect control and ±100 the full control effect; nearly all actives have a fitted effect of over 40% in size
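qHTS concentration-response profiling: light output of P. pyralis luciferase with luciferin and 10 uM ATP, imidazole buffer pH 7.2. Read by luminescence after 8-min room-temperature incubation.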
ERK AVP block: inhibitors of vasopressin-stimulated ERK signaling pathway | Potency, µM (doses to about 57.5 µM), for the others: at the top dose activity, negative = inhibition, usual class: inhibitors | 72,000 compounds, 0.99% hits | HEK293-V1b, vasopressin-stimulated pERK AlphaScreen; further: potency means the concentration at half of the fitted maximal effect; on the % scale 0 is the no-effect control and ±100 the full control effect; nearly all actives have a fitted effect of over 55% in size
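Overnight-seeded V1b-HEK293 cells in 1% FBS got compound, then vasopressin (25 nM final, 5 min, 37C), then lysis buffer. AlphaScreen detection of phospho-ERK; activity normalized to basal and full-stimulation controls.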
CRE Fsk mod: modulators of forskolin-stimulated CRE signaling in CHO cells. CHO CRE-bla reporter (cAMP response element driving beta-lactamase), forskolin EC10, beta-lactamase ratio. Potency, µM (doses to about 38.2 µM), without a hit: top-dose activity change, negative = inhibition, most hits filed as activators. 71,000 compounds, 2.5% hits. AID 662; active means well fitted activation curve with a large enough effect in the signal ratio, with a control signal flat, not every such curve was filed as active; inconclusive means small, poorly fitted or top-dose-only effect, or effect the other way, or a change in a side signal; the % refers to the signal ratio; further: potency means the concentration at half of the fitted maximal effect; % of control where 0% means no effect
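Cells were plated overnight at 37 °C, exposed to compound titrations plus EC10 NKH 477 for 3 h, then given CCF4 dye for 2 h at room temperature. Blue/green (460/530 nm) ratio was converted to %Activity and AC50 values calculated.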
HEK293 cAMP cs: counter-screen for TSHR agonists: cAMP increase in parental HEK293; parental HEK293 CNG cAMP sensor, membrane potential fluorescence; Potency, µM (series often up to 57.1 µM), inactives show at the top dose activation, usual class: activators; 73,000 compounds, 2.5% hits; AID 938; further: potency means the concentration at half of the fitted maximal effect; % of control where 0% means no effect; nearly all actives have a fitted effect of over 55% in size
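Parental HEK 293 cells stably expressing a cAMP-gated CNG channel were loaded with membrane potential dye containing 100 uM RO 20-1724 for 60 min. Compound added for 30 min; depolarization read as fluorescence intensity at 590 nm.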
An asterisk follows results filed as active; i = inactive; ? = inconclusive; . = not tested or not shown; [ ] = dose if it differs, or a comment. Unless noted, the call rests on the fitted dose curve; in most records, active means well fitted curve in the direction sought with a large enough effect; inconclusive means small, poorly fitted or top-dose-only effect, or another doubt; inactive means no such curve, though single readings can be large; an effect the other way counts as inactive or inconclusive. Rows were taken by chance (roughly 16% active in at least one column).

SMILES	Caspase-7 inhib	USP2a inhib	BRCT inh red	A350 fluor	Tau fil binding	BRCT PPI green	Caspase-1 inhib	Luciferase inh	ERK AVP block	CRE Fsk mod	HEK293 cAMP cs
COc1ccccc1CN1CCC2(CC1)CCN(C(C)=O)CC2	1%	5%	1.0%	i	4%	-2.1%	-4%	1%[11.4 µM]	8%	2%	?
NC(=O)CCn1nc(-c2ccccc2)c2ccccc2c1=O	0%	8%	-0.5%	?	2%	-2.9%	2%	2%	-24%	?	7%
N#CCCN1CCN(CCC#N)CC1	1%	5%	0.9%	i	-7%	-1.3%	2%	1%	4%	2%	5%
CS(=O)(=O)N1CCc2cc(C(=O)OCC(=O)c3ccccc3)ccc21	0%	1%	-1.1%	i	43%	0.2%	3%	13µM*	2%	?	15%
N#Cc1cccc(-c2nccc(NCc3cccnc3)n2)c1	0%	-29%	-1.4%	i	-8%	3.1%	-1%	0%[2.29 µM]	16µM*	?	9%
COc1ccc(Cl)cc1N1C(=O)C2CCCN2C1c1cccc(F)c1 (stereo unspecified)	-3%	.	-1.6%	.	-18%	0.1%	-3%	-2%	-14%	-8%	10%
c1ccc(Cn2nnc3c(NCc4ccc5c(c4)OCO5)nc(C4CC4)nc32)cc1	1%[0.00368 µM]	-23%	2.0%	i	-5%	-1.6%	0%	1%	5%	3%	6%
Cc1ccc(S(=O)(=O)N(C)CCCC(=O)Nc2ccccn2)cc1	0%	0%	-0.3%	i	1%	-4.7%	-3%	0%	-5%	-6%	18%
COC(=O)N1CC=CC1(C)C(=O)NCc1ccc(C)o1 (stereo unspecified)	-8%	.	-2.0%	.	70%	0.4%	-5%	.	5%	3%	7%
c1c2c(cc3sc(N4CCOCC4)nc13)OCCO2	0%	?	0.0%	i	-14%	0.0%	0%	1.6µM*	-9%	?	-4%
C=CCNCc1cccn1-c1ccccc1	1%	1%	-1.1%	i	3%	-3.1%	-2%	4%	?	3%	8%
COc1ccc(-n2c(Cc3cccn3C)nnc2SCC(=O)Nc2nccs2)cc1	-2%	.	0.5%	.	10%	4.8%	4%	1%	2%	-3%	11%
Cc1cc(NC(=O)c2ccco2)ncc1NC(=O)Cc1ccccc1	-1%	-1%	-0.7%	i	-28%	-0.4%	-1%	-23%	-29%	-7%	-3%
Cc1ccc(CNC(=O)CNS(=O)(=O)c2cccc3nsnc23)cc1	-1%	2%	-0.1%	i	-9%	-2.0%	0%	0%	13%	?	5%
COc1ccc(N(CC(=O)N2CCc3ccccc3C2)S(=O)(=O)c2c(C)nn(C)c2C)cc1	-3%	.	-1.0%	.	-4%	-2.7%	2%	3%	-27%	-10%	2%
COC(=O)C1C2C=CC3(CN(C(C)c4ccc(OC)cc4)C(=O)C13)O2 (stereo unspecified)	1%	1%	0.1%	i	-3%	0.4%	-1%	1%	0%	-4%	7%
CC1(c2ccc(OC(F)F)cc2)NC(=O)N(CC(=O)NC2CCCCC2)C1=O (stereo unspecified)	-1%	10%	0.6%	?	-7%	0.6%	0%	0%	-1%	-12%	-6%
O=C(Nc1ccc(Nc2ccccc2)cc1)N1CCOCC1	0%	3%	-1.2%	6.8e-08M*	16µM*	-2.6%	-3%	-7%	-7%	-1%	-1%
Cc1nc2cnc(N3CCN(C)CC3)nc2n(Cc2ccc(F)cc2)c1=O	-8%	15%	-0.8%	3.6e-08M*	1%	-1.2%	-8%	1%[11.4 µM]	1%	?	25%
N#CCCN(CC(=O)O)S(=O)(=O)c1ccccc1	0%	.	-1.7%	.	16%	-4.5%	1%	0%	-6%	-2%	7%
Cc1ccc2oc(=O)c3cnn(CC(=O)NC4CCC(C)CC4)c3c2c1 (stereo unspecified)	-3%	.	0.1%	.	490%	-2.1%	2%	1%	-1%	-5%	26%
COCC(=O)Nc1nc2n(n1)C(c1ccc(Cl)cc1)CC(c1ccc(OC)cc1)N2 (stereo unspecified)	-14%	30%[activator]	0.3%	?	5%	0.4%	-10%	1%	-7%	?	26%
CCNS(=O)(=O)c1ccc2nc(NC(=O)c3cccnc3)sc2c1	-2%	7%	-1.0%	i	0%	-0.4%	-1%	?	-33%	12%	-4%
CCN(CC)CCNC(=O)CCc1n[nH]c(=O)c2ccccc12	1%	-6%	-1.3%	.	-3%	-1.4%	-1%	1%	1%	0%	-4%
CN(C1CCCCC1)S(=O)(=O)c1ccc(C(=O)O)cc1	-2%	-10%	0.0%	i	-3%	1.9%	-1%	1%	1%	-2%	9%
CCOc1ccc(C2N(c3cc(Cl)ccc3OC)C(=O)C3CCCN32)cc1OC (stereo unspecified)	-5%	.	-0.7%	.	-9%	-1.6%	-5%	1%	-18%	13%	-2%
CCc1ccccc1NC1=NCC(=O)N1Cc1ccc(OC)cc1	-1%	-6%	-0.8%	?	2%	0.1%	-3%	2%	-9%	0%	27%
CC1(C)CSC(=S)N1S(=O)(=O)c1ccccc1	8%	-7%	-2.4%	?	0%	-1.3%	0%	1%	29%	-15%	6%
O=C(c1cccnc1Nc1ccc2c(c1)CCC2)N1CCOCC1	6%	4%	0.4%	?	-5%	-1.7%	1%	-1%	-1%	-4%	-2%
COCC(=O)Nc1cccc2ccccc12	-6%	-3%	-2.2%	i	-19%	-1.3%	-2%	3%	-6%	-14%	13%
Cc1ccc(NC(=O)N2CCC(C(=O)NCc3ccc(F)cc3)CC2)cc1	-1%	12%	-0.9%	i	7%	-1.4%	0%	3%	-5%	3%	-3%
O=C(O)c1cccc(C(=O)Cc2ccccc2)c1	1%	.	-0.1%	.	.	0.5%	0%	.	.	.	18%
C=CCC(O)CC1C2C(CC(O)CC=C)C3C1C3C2OC(C)(C)C (stereo unspecified)	-2%[11.5 µM]	.	1.0%[15.4 µM]	.	.	-0.7%[15.4 µM]	1%[11.5 µM]	.	5%[11.5 µM]	.	?
Cc1nc2cccc([N+](=O)[O-])c2n1CCCN(C)C	1%[11.5 µM]	.	0.9%[15.4 µM]	i	-9%[11.4 µM]	-1.2%[15.4 µM]	-4%[11.5 µM]	3%[11.4 µM]	0%[11.5 µM]	12%[7.6 µM]	-2%[11.4 µM]
CCN(CC(=O)Nc1ccc2c(c1)OCO2)Cc1nc2ccccc2c(=O)[nH]1	1%	6%	-0.4%	i	-1%	-1.8%	4%	0%	10%	?	3%
O=C(c1cc(C(F)(F)F)cc(C(F)(F)F)c1)N1CCC2(CC1)CN(c1ccccc1)C2	1%	33%[activator]	-1.0%	i	?	-1.6%	-3%	-4%[11.4 µM]	-7%	8%	12%
C=CCc1cccc(CNc2c(C)n(C)n(-c3ccccc3)c2=O)c1O	-3%	3%	-1.6%	i	-6%	-0.1%	-3%	1%	-17%	-16%	28%
O=C(Cn1c(=O)oc2cc(S(=O)(=O)NCc3ccccc3)ccc21)NCc1ccco1	-5%	.	0.7%	.	15%	-0.1%	-1%	2%	-4%	-3%	-4%
CCc1c(O)nc(N2CCN(Cc3ccccc3)CC2)[nH]c1=O	-1%	7%	-0.3%	i	-10%	-1.6%	-2%	0%	-3%	1%	1%
CC(C)(C)C(=O)N=C1SC2CS(=O)(=O)CC2N1c1ccc2c(c1)OCO2 (stereo unspecified)	-1%	14%	1.3%	i	-9%	-0.3%	0%	2%	4%	-9%	3%
Cc1nnc(SCC(=O)N2CCc3ccccc32)n1-c1ccccc1	-3%	5%	0.9%	i	17%	0.3%	-2%	1%	-14%	?	4%
C=CCOc1ccc(/C(O)=C2\C(=O)C(=O)N(CCCOC)C2c2ccncc2)cc1 (stereo unspecified)	-5%	-1%	-1.5%	?	-11%	1.2%	-5%	1%	-6%	?	-4%
COCCCN1C(=O)c2ccccc2C1C(=O)NC1CCCCCC1 (stereo unspecified)	1%	3%	-1.2%	i	13%	0.3%	-1%	1%	16%	-2%	?
CCOC(=O)c1c(-c2ccc(C)o2)csc1NC(=O)COC(=O)c1cccs1	-1%	5%	-0.9%	i	20%	-0.2%	0%	-14%	25%	18%	?
Cn1c(Cc2csc(N)n2)nnc1SCC(=O)NCc1ccccc1	0%	3%	-0.3%	i	11%	-2.5%	-3%	0%	-9%	-3%	4%
CCC1CCc2sc(C(=O)O)cc2C1 (stereo unspecified)	-1%	20%	1.2%	i	-25%	-2.0%	-2%	0%	-9%	-1%	19%
CCOC(=O)Cc1csc(SCC(=O)Nc2sc3c(c2C(N)=O)CCC3)n1	-15%	13%	-1.2%	i	-12%	-0.5%	-3%	-3%	?	0%	?
